Luciferase inh – inhibitors of firefly luciferase; Potency, µM (doses to about 57.1 µM), without a hit: at the top dose activity change, negative = inhibition, most hits filed as inhibitors; purified firefly luciferase, luminescence, 8 min; hit rate 2.2% among 72,000; further: potency means the concentration at half of the fitted maximal effect; on the % scale 0 is the no-effect control and ±100 the full control effect; nearly all actives have a fitted effect of over 40% in size
Target sequence (P08659 whole entry, looked up): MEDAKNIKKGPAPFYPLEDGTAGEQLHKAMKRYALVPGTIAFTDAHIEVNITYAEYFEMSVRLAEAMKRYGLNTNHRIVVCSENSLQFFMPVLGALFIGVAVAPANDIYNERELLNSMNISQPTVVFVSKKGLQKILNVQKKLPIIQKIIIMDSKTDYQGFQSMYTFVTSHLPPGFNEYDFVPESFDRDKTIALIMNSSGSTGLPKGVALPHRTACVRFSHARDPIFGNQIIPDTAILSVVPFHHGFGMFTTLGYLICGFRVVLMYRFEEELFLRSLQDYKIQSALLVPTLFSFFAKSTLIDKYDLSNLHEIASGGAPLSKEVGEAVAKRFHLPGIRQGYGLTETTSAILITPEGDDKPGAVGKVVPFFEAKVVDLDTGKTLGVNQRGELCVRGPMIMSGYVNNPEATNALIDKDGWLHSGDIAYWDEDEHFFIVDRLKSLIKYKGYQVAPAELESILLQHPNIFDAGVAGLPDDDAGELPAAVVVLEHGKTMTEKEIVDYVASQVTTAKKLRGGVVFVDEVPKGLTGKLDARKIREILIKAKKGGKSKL
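Inhibition of light generation by firefly luciferase from ATP and luciferin was profiled with concentration-response curves per sample, ATP held at 10 uM within the enzyme's linear range. Plates were read by luminescence after an 8-minute ambient incubation.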
Casp7 inh – caspase-7 (human) inhibition, allosteric or competitive | Potency, µM (top dose mostly 57.5 µM), for the others: at the highest dose activity change, negative = inhibition, hits mostly inhibitors | hit rate 0.02% among 75,000 | recombinant caspase-7, Ac-DEVD-AFC fluorescence rate | P55210; active means well fitted inhibition curve with a large enough effect in the main read-out, with a control signal flat, not every such curve was filed as active; inconclusive means small, poorly fitted or top-dose-only effect, or a change in a side signal; further: potency means the concentration at half of the fitted maximal effect; % of control where 0% means no effect
Target sequence (P55210 24-198 limits assumed): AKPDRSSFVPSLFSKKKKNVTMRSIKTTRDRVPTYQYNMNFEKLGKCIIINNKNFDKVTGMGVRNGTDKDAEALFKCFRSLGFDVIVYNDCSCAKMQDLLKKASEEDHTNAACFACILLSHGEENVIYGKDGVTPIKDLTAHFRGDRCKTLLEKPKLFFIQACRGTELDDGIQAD
Target sequence (P55210 207-303 limits assumed): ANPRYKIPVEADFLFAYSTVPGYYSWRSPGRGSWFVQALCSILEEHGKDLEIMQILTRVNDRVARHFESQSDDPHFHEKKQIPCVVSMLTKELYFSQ
4-MU autofl – compound fluoresces in the 4-MU spectral region | compound autofluorescence, 340/450 nm, 4-MU equivalents; active compounds read high | hit rate 11% among 59,000 | max dye-equivalent concentration, M | AID 589; in the data active means max dye-equivalent concentration above about 10 nM; inconclusive means mostly about 1.1 nM to 9.6 nM
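Compounds in 100 mM Tris, pH 8.0, sat 15 min at room temperature before fluorescence was read at 340 nm excitation/450 nm emission; a per-plate six-point 4-MU standard curve converted signals to dye-equivalent concentration at each compound concentration.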
Casp1 inh – caspase-1 (human) inhibition, allosteric or competitive; P29466; Caspase-1 enzyme, Ac-WEHD-AFC fluorogenic rate; Potency, µM (top dose mostly 57.5 µM), for the others: at the top dose activity change, negative = inhibition, usual class: inhibitors; hit rate 0.03% among 75,000; AID 900;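 further: potency means the concentration at half of the fitted maximal effect; plate controls were vehicle for no effect and no substrate for full effect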
A350 autofl – compounds fluorescent in Alexa 350 spectral region; Compound autofluorescence, 340/450 nm, Alexa 350 dye-equivalents; active compounds read high; hit rate 11% among 59,000; AID 590; max dye-equivalent concentration, M; in the data active means max dye-equivalent concentration above about 10 nM; inconclusive means mostly about 1.1 nM to 9.6 nM
ERK AVP block – blocks ERK signaling stimulated by vasopressin; Potency, µM (series often up to 57.5 µM), without a hit: at the top dose activity, negative = inhibition, most hits filed as inhibitors; AID 995; hit rate 0.99% among 72,000; HEK293-V1b, vasopressin-stimulated pERK AlphaScreen; further: potency means the concentration at half of the fitted maximal effect; on the % scale 0 is the no-effect control and ±100 the full control effect; nearly all actives have a fitted effect of over 55% in size
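qHTS, compounds titrated on V1b-expressing HEK293 cells. Preincubation 30 min at 37C, vasopressin 25 nM for 5 min, lysis 10 min, bead incubation 5 hr at room temperature.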
Fluorescein autfl – compound fluoresces in the fluorescein spectral region; Compound autofluorescence, 480/540 nm, fluorescein-equivalent; active compounds read high; max fluorescein-equivalent concentration, M; hit rate 0.91% among 59,000; in the data active means max fluorescein-equivalent concentration above about 10 nM; inconclusive means between about 1.1 nM and that limit
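First, buffer (100 mM Tris, pH 8.0) dispensed; second, compounds and fluorescein standards pinned in; third, 15 min room-temperature incubation; finally, imaging at ex 480 nm/em 540 nm. Fluorescence normalized against the six-point fluorescein curve.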
Rhodamine autofl – compound autofluorescence in rhodamine spectral region | max dye-equivalent concentration, M | Rhodamine-region fluorescence, 547/598 nm, Tris buffer; active compounds read high | hit rate 0.05% among 59,000; in the data active means max dye-equivalent concentration above about 11 nM; inconclusive means between about 1.1 nM and that limit
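Steps: pin-transfer compounds into pH 8.0 Tris (100 mM), hold 15 min at room temperature, image with a 547/598 nm filter pair, and convert intensities to rhodamine-equivalent concentration using a six-point on-plate rhodamine series.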
Tau fil binding – binds recombinant human tau filaments. recombinant tau filaments, thioflavin S fluorescence, 15 h; filaments grown with octadecylsulfate alongside compound. Potency, µM (titrated, usually from 57.1 µM), without a hit: at the top dose activity change, negative = inhibition. hit rate 2% among 71,000. AID 596;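 further: potency means the concentration at half of the fitted maximal effect; on the % scale 0 is the no-effect control and ±100 the full control effect; actives lower thioflavin S fluorescence by blocking filaments or displacing dye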
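His-tagged recombinant human tau (exons 2, 3 and 10 included), 1 uM, was induced to fibrillize by 30 uM sodium octadecylsulfate with compound present. After 15 h at 37 C, thioflavine S fluorescence (ex 450, em 510 nm) was read.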
Texas Red fluor – Texas Red region autofluorescence; max dye-equivalent concentration, M; hit rate 0.06% among 59,000; AID 587; Compound fluorescence, Texas Red channel, 547/618 nm; active compounds read high; in the data active means max dye-equivalent concentration above about 10 nM; inconclusive means between about 1.1 nM and that limit
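qHTS profiling of intrinsic compound fluorescence; 100 mM Tris pH 8.0; 15 min RT; ex 547 / em 618 nm; response expressed as Texas Red dye-equivalent concentration from six-point plate standard.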
HEK293 cAMP cs – counter-screen for TSHR agonists: cAMP increase in parental HEK293; parental HEK293 CNG cAMP sensor, membrane potential fluorescence; Potency, µM (top dose mostly 57.1 µM), for the others: top-dose activation, hits mostly activators; hit rate 2.5% among 73,000; AID 938; further: potency means the concentration at half of the fitted maximal effect; % of control where 0% means no effect; nearly all actives have a fitted effect of over 55% in size
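Counterscreen for endogenous-receptor signalling: CNG-channel HEK 293 cells report cAMP rise by membrane depolarization. After 60 min dye equilibration with 100 uM RO 20-1724, compounds incubated 30 min before bottom-read fluorescence at 590 nm.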
* = called active by the depositor; i = inactive; ? = inconclusive; nt = not tested or not shown; [ ] = another dose, or the depositor's remark. Unless noted, the call rests on the fitted dose curve; in most records, active means well fitted curve in the direction sought with a large enough effect; inconclusive means small, poorly fitted or top-dose-only effect, or another doubt; inactive means no such curve, though single readings can be large; an effect the other way counts as inactive or inconclusive. These rows are one share of the data; the hit share may differ from the screen's.

| structure | A350 autofl | HEK293 cAMP cs | 4-MU autofl | Texas Red fluor | Casp1 inh | Fluorescein autfl | Luciferase inh | Tau fil binding | ERK AVP block | Rhodamine autofl | Casp7 inh |
| --- | --- | --- | --- | --- | --- | --- | --- | --- | --- | --- | --- |
| CCOc1ccc(-n2c(Cc3cc(=O)[nH]c(=O)[nH]3)nnc2SCC)cc1 | i | 0% | i | i | -1% | ? | -2% | -10% | 1% | i | 0% |
| COc1ccc(Cc2nnc(Nc3ccc(C)cc3C)[nH]c2=O)cc1 | ? | ? | ? | i | 0% | i | 0% | -7% | 34%[activator] | i | 0% |
| CN1CCN(C(=O)c2ccc(CN3CCOCC3)cc2)CC1 | nt | 8% | nt | nt | 2% | nt | 2% | -9% | -12% | nt | -1% |
| Cn1c(=O)c2c(SCc3cccc(C(F)(F)F)c3)nc(-c3ccco3)nc2n(C)c1=O | i | 20% | i | i | 0% | i | 1% | -6% | -11% | i | 0% |
| c1ccc(-c2noc(-c3cccc4ccccc34)n2)nc1 | ? | 14% | ? | i | -1% | i | 7.9µM* | 26% | ? | i | -1% |
| O=C(O)CSc1nnc(CNc2cccc(C(F)(F)F)c2)n1Cc1ccco1 | ? | 2% | ? | i | -5% | i | 4% | 5% | -10% | i | -3% |
| Nc1ccccc1NC(=O)c1ccccc1N | 1.3e-07M* | 0% | 1.4e-07M* | i | -3% | i | -13% | -5% | 13% | i | -2% |
| CCOc1ccccc1Nc1ncccc1C(=O)N1CCCC1 | ? | ? | i | i | 1% | ? | 3% | 6% | 17% | i | 7% |
| Cc1c(NC(=O)C2(c3ccccc3)CCOCC2)c(=O)n(-c2ccccc2)n1C | ? | -8% | i | i | 0% | i | -4% | -11% | -1% | i | 0% |
| O=C(CSc1nnc(-c2cccc(S(=O)(=O)N3CCCCC3)c2)o1)c1ccc[nH]1 | i | 9% | i | i | -2% | ? | -2% | -24% | -16% | i | -6% |
| COc1cccc(-c2nc(NCc3cccnc3)c3ccccc3n2)c1 | i | 11% | i | i | -4% | ? | 1%[2.29 µM] | -6% | ? | i | -7% |
| CCc1ccccc1NC(=O)CN1CCC(NC(=O)COC)CC1 | i | 5% | i | i | 0% | i | 0% | -2% | 19% | i | 0% |
| O=C(O)c1ccc(C(=O)c2ccccc2)c(C(=O)O)c1 | i | 7%[11.4 µM] | i | i | 3%[11.5 µM] | i | 1%[11.4 µM] | 8%[11.4 µM] | 15%[11.5 µM] | i | -1%[11.5 µM] |
| COc1ccc(N2CCN(C(=O)c3cc4c(-c5cccc(OC)c5)nn(C)c4s3)CC2)cc1 | ? | 6% | ? | i | -4% | i | 0% | -27% | ? | i | -3% |
| O=C(CSc1nnc(-c2ccccc2)o1)N1CCc2ccccc2C1 | i | 22% | i | i | 0% | i | 2% | 10% | -3% | i | 0% |
| CCOC(=O)c1c(NC(=O)CSc2nnnn2C)sc(C)c1-c1ccc(C)cc1 | i | 85% | i | i | -2% | i | 9% | 22% | -6% | i | -3% |
| CCCC[C@@H]1C[C@H]1C(NC(=O)c1ccccc1)c1ccccc1C(F)(F)F (stereo not given in full) | nt | ? | nt | nt | 2% | nt | nt | -11% | -6% | nt | -1% |
| COc1ccc(NC(=O)c2ccc(N(C)S(C)(=O)=O)cc2)cc1OC | i | -4% | i | i | -2% | i | ? | -2% | -11% | i | 0% |
| O=C(Nc1cccc(F)c1)NC1CCCCC1 | i | 10% | i | ? | 3% | ? | -15% | 10% | 9% | i | 0% |
| CN(CCNC(=O)CCNC(=O)Cn1ccc2ccccc2c1=O)Cc1ccccc1 | i | 4% | i | i | 2% | i | -12% | 5% | 9% | i | 1% |
| CC(=O)N=c1ncn(CC(COC(C)=O)OC(C)=O)c2nc[nH]c12 (stereo not given) | i | 10% | i | i | -1% | i | 2% | 2% | 7% | i | 6% |
| Cc1cc2ccccc2n1CCNC(=O)c1cccs1 | nt | ? | nt | nt | -6% | nt | 0% | 53% | nt | nt | -8% |
| Cc1cc(Cl)ccc1OCC(=O)NCCCN1CCOCC1 | ? | 2% | i | i | 0% | ? | 2% | 15% | -8% | i | 0% |
| CCOC(=O)N1CCN(C(=O)CSCC(=O)Nc2nc(-c3cccs3)cs2)CC1 | 7.1e-08M* | ? | 7.4e-08M* | i | -4% | i | -2% | 11% | 7% | i | -1% |
| COc1cccc(C=NC=Nc2cccc(OC)c2)c1 | nt | 17% | nt | nt | -2% | nt | 0% | ? | -27% | nt | -2% |

Not a retest: an excerpt of the list.
| structure | A350 autofl | HEK293 cAMP cs | 4-MU autofl | Texas Red fluor | Casp1 inh | Fluorescein autfl | Luciferase inh | Tau fil binding | ERK AVP block | Rhodamine autofl | Casp7 inh |
| --- | --- | --- | --- | --- | --- | --- | --- | --- | --- | --- | --- |
| CCOc1ccc(-n2c(Cc3cc(=O)[nH]c(=O)[nH]3)nnc2SCC)cc1 | i | 0% | i | i | -1% | ? | -2% | -10% | 1% | i | 0% |
| COc1ccc(Cc2nnc(Nc3ccc(C)cc3C)[nH]c2=O)cc1 | ? | ? | ? | i | 0% | i | 0% | -7% | 34%[activator] | i | 0% |

Only ERK AVP block and Casp7 inh (six entries from above):
smiles	ERK AVP block	Casp7 inh
Cn1c(=O)c2c(SCc3cccc(C(F)(F)F)c3)nc(-c3ccco3)nc2n(C)c1=O	-11%	0%
O=C(CSc1nnc(-c2cccc(S(=O)(=O)N3CCCCC3)c2)o1)c1ccc[nH]1	-16%	-6%
COc1cccc(C=NC=Nc2cccc(OC)c2)c1	-27%	-2%
O=C(Nc1cccc(F)c1)NC1CCCCC1	9%	0%
CN1CCN(C(=O)c2ccc(CN3CCOCC3)cc2)CC1	-12%	-1%
c1ccc(-c2noc(-c3cccc4ccccc34)n2)nc1	?	-1%

(next part)
| structure | A350 autofl | HEK293 cAMP cs | 4-MU autofl | Texas Red fluor | Casp1 inh | Fluorescein autfl | Luciferase inh | Tau fil binding | ERK AVP block | Rhodamine autofl | Casp7 inh |
| --- | --- | --- | --- | --- | --- | --- | --- | --- | --- | --- | --- |
| CCCc1nnc(SCC(=O)N2CCOCC2)n1Cc1ccco1 | i | 2% | i | i | 1% | i | 1% | 11% | -11% | i | 1% |
| C=CCn1c(SCC(=O)Nc2ccc3c(c2)OCO3)nnc1-c1ccccc1OC | i | ? | i | i | 0% | ? | 1% | -17% | 4% | i | -1% |
| CCOC(=O)NC(CC(=O)O)c1ccc(OC)cc1 (stereo not given) | i | 2% | i | i | 0% | i | 1% | -12% | 32% | i | 1% |
| Cc1ccccc1N1C(=O)C(Cl)=C(N2CCCCCC2)C1=O | nt | ? | nt | nt | -7% | nt | 4% | 13µM* | 55%[activator] | nt | -12% |
| COC(=O)c1cc(Cl)c(N)cc1OC | i | 11% | i | i | 1% | ? | 0% | 4% | -24% | i | -1% |
| CCOC(=O)c1ccc2c(c1)N(CC(=O)N1CCCC1)C(=O)C(C)(C)O2 | i | 12% | i | i | 3% | i | 2% | -7% | 8% | i | -1% |
| COCCNS(=O)(=O)c1ccc(-c2ccc(S(=O)(=O)NCCOC)cc2)cc1 | ? | 25% | ? | i | -1% | i | -1% | 7% | -12% | i | -4% |
| Cc1[nH]nc2c1C(c1ccc(Cl)cc1)C(C#N)=C(N)O2 (stereo not given) | i | 11% | i | i | -1% | i | 3% | 3% | 2% | i | 2% |
| O=S1(=O)CCN2C(c3ccc4c(c3)CCCC4)=CSC2=N1 | ? | 16% | i | i | -1% | ? | 7% | 4% | -9% | i | -1% |
| COCCSc1nc2c(c(=O)[nH]c(=O)n2C)n1Cc1cccc(C)c1 | nt | 3% | nt | nt | -2% | nt | -4% | 4% | nt | nt | 0% |
| N[C@H](C(=O)O)C1[C@H](C(=O)O)[C@H]1C(=O)O (stereo not given in full) | nt | 9% | nt | nt | -1% | nt | 5% | 30% | -1% | nt | 1% |
| Cc1cc(Nc2cccc(F)c2)nc(-c2ccccc2O)n1 | 3.7e-08M* | -39%[inhibitor] | 2.7e-08M* | ? | -19% | ? | -5% | 255% | 7.9µM* | i | -14% |
| CCCCCOc1ccc(C(=O)NC(CCC)C(=O)O)cc1 (stereo not given) | i | ? | i | i | 2% | ? | -1% | 1% | 3% | i | -1% |
| CCC(=O)Nc1ccc(NC(=O)Cc2ccccc2)cn1 | ? | -4% | i | i | -4% | ? | 0% | 8% | -6% | i | -1% |
| N#CC(C(N)=O)=C1CCC2(CC1)OCCCCO2 | i | 6% | i | i | 1% | ? | 0% | 8% | -7% | i | 1% |
| CCc1ccc(CCC(=O)Nc2nnc(C)s2)o1 | ? | 11% | i | i | 0% | i | 3% | 3% | 13% | i | 0% |
| O=C(O)Cn1c(=O)oc2cc(S(=O)(=O)N3CCOCC3)ccc21 | nt | 4% | nt | nt | -2% | nt | -1% | -2% | nt | nt | 1% |
| O=c1c2cccnc2[nH]c(=S)n1CCCN1CCN(c2ccccc2F)CC1 | i | -61%[inhibitor] | i | i | 2% | i | -1% | 2% | 12% | i | 2% |
| c1ccc2c(CNn3cnnc3)cccc2c1 | i | 3% | i | ? | -1% | i | 2% | 2% | -18% | i | -1% |
